From PubChem
N370S GC mod: qHTS Assay for Inhibitors and Activators of N370S glucocerebrosidase as a Potential Chaperone Treatment of Gaucher Disease; Lysosomal acid glucosylceramidase (Homo sapiens), P04062; N370S GC spleen homogenate, 4MU-glucoside fluorescence; Potency, µM (highest dose often 59.4 µM), inactives show at the top dose activity change, negative = inhibition, hits mostly inhibitors; 0.092% of 330,000 active;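 further: 0% = full enzyme activity and -100% = no enzyme basal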
TDP1 inh: qHTS Assay for Inhibitors of Tyrosyl-DNA Phosphodiesterase (TDP1). Tyrosyl-DNA phosphodiesterase 1 (Homo sapiens), Q9NUW8. recombinant TDP1, AlphaScreen DNA substrate cleavage. Potency, µM (doses to about 130 µM), for the others: at the highest dose activity change, negative = inhibition, usual class: inhibitors. 0.28% of 350,000 active. AID 485290, 2010; further: nearly all actives have a fitted effect of over 40% in size
Target sequence (Q9NUW8 whole entry, looked up): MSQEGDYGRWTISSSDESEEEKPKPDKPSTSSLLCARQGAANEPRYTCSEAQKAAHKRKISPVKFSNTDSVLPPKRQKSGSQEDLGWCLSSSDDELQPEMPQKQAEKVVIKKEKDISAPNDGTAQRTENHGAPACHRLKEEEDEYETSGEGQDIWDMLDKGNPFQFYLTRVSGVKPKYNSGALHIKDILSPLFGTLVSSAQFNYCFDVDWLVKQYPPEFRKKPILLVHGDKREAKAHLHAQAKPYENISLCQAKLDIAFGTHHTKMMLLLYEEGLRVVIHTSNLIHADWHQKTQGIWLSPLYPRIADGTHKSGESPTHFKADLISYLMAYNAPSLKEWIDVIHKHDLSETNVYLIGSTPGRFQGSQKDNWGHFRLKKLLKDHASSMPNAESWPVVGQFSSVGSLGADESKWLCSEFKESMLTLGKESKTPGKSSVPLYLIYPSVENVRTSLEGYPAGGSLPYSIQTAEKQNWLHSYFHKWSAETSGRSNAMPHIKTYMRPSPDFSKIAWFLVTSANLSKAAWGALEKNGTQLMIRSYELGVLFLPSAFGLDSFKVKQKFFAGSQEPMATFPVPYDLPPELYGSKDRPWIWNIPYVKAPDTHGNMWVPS
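Compounds were preincubated with Tdp1 (1 nM final) for 15 min at room temperature before substrate (15 nM final) started a 5 min reaction; beads (10 ug/ml final) were then added for 10 min before AlphaScreen detection.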
FEN1 inhibitor: qHTS Assay for the Inhibitors of Human Flap endonuclease 1 (FEN1). Potency, µM (top dose mostly 114 µM), inactives show top-dose activity change, negative = inhibition, actives largely listed as inhibitors. Recombinant FEN1 flap cleavage, fluorescence, 15 min. AID 588795, 2011. P39748. 0.35% of 390,000 active; further: nearly all actives have a fitted effect of over 65% in size
Target sequence (P39748 whole entry, looked up): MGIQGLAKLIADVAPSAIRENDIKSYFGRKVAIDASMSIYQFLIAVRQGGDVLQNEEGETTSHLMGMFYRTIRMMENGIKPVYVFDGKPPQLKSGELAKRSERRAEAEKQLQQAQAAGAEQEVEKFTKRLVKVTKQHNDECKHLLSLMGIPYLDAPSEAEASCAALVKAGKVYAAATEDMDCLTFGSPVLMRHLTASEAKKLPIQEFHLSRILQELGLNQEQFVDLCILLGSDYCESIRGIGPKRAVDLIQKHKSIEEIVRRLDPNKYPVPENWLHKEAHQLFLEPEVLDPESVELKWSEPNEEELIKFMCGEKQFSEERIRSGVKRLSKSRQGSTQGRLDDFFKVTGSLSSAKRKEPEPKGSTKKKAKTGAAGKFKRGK
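In this screen, 50 nM flap DNA substrate was added to 10 nM FEN1 pretreated with compound for 15 min at room temperature; cleavage was followed with reads at 0 and 15 min, and Hill fitting gave concentration–response parameters.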
Starred values were filed as active, the others as inactive; u = inconclusive; x = not tested or not shown; & = joins results of further samples; [ ] = another dose, or the depositor's remark. The call rests on the fitted dose curve; in most records, active means well fitted curve in the direction sought with a large enough effect; inconclusive means small, poorly fitted or top-dose-only effect, or another doubt; inactive means no such curve, though single readings can be large; an effect the other way counts as inactive or inconclusive. Unless noted, on the % scale 0 is the no-effect control and ±100 the full control effect; potency means the concentration at half of the fitted maximal effect. Some of the compounds tested (hit frequency here may not be typical).

SMILES	N370S GC mod	TDP1 inh	FEN1 inhibitor
C1CCC2CCCCC2C1 (stereo unspecified)	-5%	-1%&6%	4%
O=[N+]([O-])c1ccc(N2CCCCCC2)c2nonc12	-8%	x	u
Clc1cncc(N2CCNCC2)n1	12%&-18%	-4%&7%	x
CCCCC(=O)N/N=C/c1c(O)n(CCCC)c(=S)[nH]c1=O	-19%	6%	5%
O=c1c2ccccc2nc(Cc2ccccc2)n1-c1cccc(O)c1	u	0%	-5%
COc1ccc(OC(=O)N(C)C)c(CN(C)C)c1	2%	-2%	-7%
O=S(=O)(c1ccc(Cl)cc1)N1CN2CCN(C2)C1	4%	-2%	-2%
COC(=O)C1=C(c2ccccc2OCc2ccccc2)C[C@@H]2CC[C@H]1N2C(=O)NCc1ccc(C(F)(F)F)cc1	x	0%	-11%
COC(=O)C1=C(c2ccc(C(C)=O)cc2)C[C@@H]2CC[C@H]1N2C(=O)NCc1ccc(C(F)(F)F)cc1	x	1%	-14%
c1ccc(CC2CCCCN2)cc1 (stereo unspecified)	-11%	3%	13%
O=C(COC(=O)Cc1ccccc1)NNC(=O)c1ccc([N+](=O)[O-])cc1	x	0%	16%
CCOP(=O)(OCC)C(NC(=O)c1ccccc1)=C(Cl)Cl	1%	1%	30%

The closing two entries of the section before are carried over, then new ones follow:
SMILES	N370S GC mod	TDP1 inh	FEN1 inhibitor
O=C(COC(=O)Cc1ccccc1)NNC(=O)c1ccc([N+](=O)[O-])cc1	x	0%	16%
CCOP(=O)(OCC)C(NC(=O)c1ccccc1)=C(Cl)Cl	1%	1%	30%
CCC1(C)OC(c2ccccc2)=C/C(=C/C=C2C(=O)NC(=O)NC2=O)O1 (stereo unspecified)	8%	3%	-11%
CCOP(=O)(OCC)C(O)c1ccccc1 (stereo unspecified)	0%	x	16%
NC1CCc2cc(O)c(O)cc2C1 (stereo unspecified)	-16%&2%&2%&0%	12%&18%&11%	0%
Cc1cccc(OP(=O)(Oc2cccc(C)c2)OC(c2ccccc2)C(F)(F)F)c1 (stereo unspecified)	-1%	5%	u
CC(C)CCNC(=O)c1cc(C(=O)c2cc(Br)ccc2O)cn(CCC(C)C)c1=O	u	1%	-20%
O=C1C(Cl)=CC(=Nc2ccc(O)cc2)C=C1Cl	-8%	6%[56.1 µM]	u
CCCC12CN3CCN(C1)CC(CCC)(C3)C2=O	-2%	0%	-11%
CCCCCCC(=O)N/N=C/c1c(O)n(C(C)CC)c(=S)[nH]c1=O (stereo unspecified)	5%	10%	19%
CCCc1cc(=O)oc2c3c(cc(OCC(=O)N[C@@H](C)C(=O)O)c12)OC(C)(C)CC3	u	x	-3%
COc1ccc(N2C(=O)NC(=O)C(CCc3ccncc3)(CCc3ccncc3)C2=O)cc1	6%	6%	-1%
CCCC(=O)OCC[N+](C)(C)C	5%&5%	-4%&0%	20%
COc1ccc(-[n+]2c(-c3ccccc3)cc(-c3ccc(C)cc3)cc2-c2ccccc2)cc1	u	x	-6%
COC(=O)C1=C(c2c(C)noc2C)C[C@@H]2CC[C@H]1N2C(=O)NCc1ccco1	x	1%	-3%
C=C1C2CCC3[C@@](CC[C@@H]4C(C(=O)O)CC(OC5OC(CO)C(OS(=O)(=O)O)C(OS(=O)(=O)O)C5OC(=O)CC(C)C)C[C@]34C)(C2)C1O (stereo partly specified)	14%	-4%	x
CC1=CC(=C2C(=O)NC(=O)NC2=O)C=C(C(F)(F)F)N1C(C)C	-9%	0%	-9%
CCOC(=O)C(O)(c1ccc(N(CC)S(=O)(=O)c2ccc(C)cc2)cc1)C(F)(F)F (stereo unspecified)	-24%	-3%	-17%
OCC[n+]1c2ccccc2nc2ccc(N3CCOCC3)cc21	-3%	6%	3%
Cc1c(NC(NC(=O)CF)C(Cl)(Cl)Cl)c(=O)n(-c2ccccc2)n1C (stereo unspecified)	-1%	3%	-4%
COC(=O)C1=C(c2ccc(F)cc2OCc2ccccc2)C[C@@H]2CC[C@H]1N2C(=O)NCCOc1ccccc1	x	0%	5%
Cc1ccc(N=Nc2c(O)[nH]c(=O)[nH]c2=O)c([N+](=O)[O-])c1	2%	8%	10%
CCOc1ccc(-c2c(C)n(-c3ccc(OCC)cc3)c3[n+]2CCCCC3)cc1	-7%	0%	2%
CCc1ccc(N2C(=O)CC(=O)NC2=O)cc1	1%	x	-7%
CC(C)(C)NS(=O)(=O)c1ccc(OCC(=O)N2CCN(Cc3ccccc3)CC2)cc1	-8%	8%	1%
c1ccc2sc(N3CCNCC3)nc2c1	-11%	0%	1%
COc1ccc(-n2c(CNCCc3ccc(C)cc3)nc3ccccc3c2=O)cc1	2%	x	0%
COc1cccc(NC(=O)Cn2cc(C(=O)c3ccccc3)c3ccccc32)c1	x	3%	-12%
COc1ccccc1OP(=O)(Nc1ccc(Br)cc1)Oc1ccccc1OC	u	x	-10%
O=C(Nc1ccccc1)N1CCC2(CC1)OCCO2	5%	-5%	-9%
CCOP(=S)(OCC)SCCSCC	10%	-9%&4%	9%
CCOC(=O)c1ccc(NC(=O)CSc2nc3c(cc2C#N)N2CCC3CC2)cc1	x	1%	7%
CC(=O)OC1C2CCC1C(N1CCCCC1)CC2 (stereo unspecified)	0%	5%	-1%
COc1ccc(C(=O)C2CCCN(C3CSCCSC3)C2)cc1OC (stereo unspecified)	0%	0%	4%
CCNCC	-13%	4%	x
Cc1cc(O)c2c3c(c(=O)oc2c1)CCC(C)C3 (stereo unspecified)	1%	3%	-16%
CCOP(=O)(OCC)C(O)c1ccc2c(c1)OCO2 (stereo unspecified)	0%	8%	-11%
N#Cc1cc2c(nc1SCC(=O)Nc1cccc(F)c1)C1CCN2CC1	x	1%	-10%
O=C(Cn1nc(-c2ccc(Cl)cc2)ccc1=O)N1CCC2(CC1)OCCO2	-9%	3%	1%
CCCC(C)n1[nH]c(=O)c2c1NC(=O)CSC2c1ccc(OC)cc1 (stereo unspecified)	-5%	7%	3%
CC(=NCC1CCCO1)c1c(O)n(-c2ccccc2)c(=O)[nH]c1=O (stereo unspecified)	-5%	1%	4%
CCN1CCN(C(c2cccs2)C(C)NC(=O)Oc2ccccc2)CC1 (stereo unspecified)	9%	x	3%
c1ccc(CN2CCc3nc4ccccc4cc3C2)cc1	-7%	x	-9%
CCC(c1ccc(C)cc1)N1C(=O)C2C3CCC(O3)C2C1=O (stereo unspecified)	x	1%	19%
CCOc1ccccc1CNCCc1ccc2c(c1)OCO2	-8%	5%	-1%
C[C@]12CC[C@H]3C(CCC4(O)CC(O)CC[C@]34C=O)C1=CC[C@H]2c1ccc(=O)oc1 (stereo partly specified)	-1%	x	12%
C[C@@H](C(=O)OC1C[C@H]2CC[C@@H](C1)N2C)c1ccc(Br)cc1 (stereo partly specified)	-5%	4%	x
Cc1ccsc1C(=O)C1CCCN(Cc2cnn(C(C)C)c2)C1 (stereo unspecified)	2%	4%	6%
CN1CCN2c3ccccc3CC3(C(=O)N(C)C(=O)N(C)C3=O)C2C1 (stereo unspecified)	-3%	0%	-5%
CC(C)(Cl)[N+](=O)[O-]	-2%	0%&3%	15%

22 of the compounds above, with values under each structure:
The line under a structure holds: N370S GC mod, TDP1 inh, FEN1 inhibitor
> COc1ccccc1OP(=O)(Nc1ccc(Br)cc1)Oc1ccccc1OC
    u, x, -10%
> O=C(Nc1ccccc1)N1CCC2(CC1)OCCO2
    5%, -5%, -9%
> CCOP(=S)(OCC)SCCSCC
    10%, -9%&4%, 9%
> CCOC(=O)c1ccc(NC(=O)CSc2nc3c(cc2C#N)N2CCC3CC2)cc1
    x, 1%, 7%
> CC(=O)OC1C2CCC1C(N1CCCCC1)CC2 (stereo unspecified)
    0%, 5%, -1%
> COc1ccc(C(=O)C2CCCN(C3CSCCSC3)C2)cc1OC (stereo unspecified)
    0%, 0%, 4%
> CCNCC
    -13%, 4%, x
> Cc1cc(O)c2c3c(c(=O)oc2c1)CCC(C)C3 (stereo unspecified)
    1%, 3%, -16%
> CCOP(=O)(OCC)C(O)c1ccc2c(c1)OCO2 (stereo unspecified)
    0%, 8%, -11%
> N#Cc1cc2c(nc1SCC(=O)Nc1cccc(F)c1)C1CCN2CC1
    x, 1%, -10%
> O=C(Cn1nc(-c2ccc(Cl)cc2)ccc1=O)N1CCC2(CC1)OCCO2
    -9%, 3%, 1%
> CCCC(C)n1[nH]c(=O)c2c1NC(=O)CSC2c1ccc(OC)cc1 (stereo unspecified)
    -5%, 7%, 3%
> CC(=NCC1CCCO1)c1c(O)n(-c2ccccc2)c(=O)[nH]c1=O (stereo unspecified)
    -5%, 1%, 4%
> CCN1CCN(C(c2cccs2)C(C)NC(=O)Oc2ccccc2)CC1 (stereo unspecified)
    9%, x, 3%
> c1ccc(CN2CCc3nc4ccccc4cc3C2)cc1
    -7%, x, -9%
> CCC(c1ccc(C)cc1)N1C(=O)C2C3CCC(O3)C2C1=O (stereo unspecified)
    x, 1%, 19%
> CCOc1ccccc1CNCCc1ccc2c(c1)OCO2
    -8%, 5%, -1%
> C[C@]12CC[C@H]3C(CCC4(O)CC(O)CC[C@]34C=O)C1=CC[C@H]2c1ccc(=O)oc1 (stereo partly specified)
    -1%, x, 12%
> C[C@@H](C(=O)OC1C[C@H]2CC[C@@H](C1)N2C)c1ccc(Br)cc1 (stereo partly specified)
    -5%, 4%, x
> Cc1ccsc1C(=O)C1CCCN(Cc2cnn(C(C)C)c2)C1 (stereo unspecified)
    2%, 4%, 6%
> CN1CCN2c3ccccc3CC3(C(=O)N(C)C(=O)N(C)C3=O)C2C1 (stereo unspecified)
    -3%, 0%, -5%
> CC(C)(Cl)[N+](=O)[O-]
    -2%, 0%&3%, 15%

Carrying on:
SMILES	N370S GC mod	TDP1 inh	FEN1 inhibitor
C/C=C1/CN2C3CC1C(CO)(C(=O)OC)C2Cc1c3n(C)c2ccccc12 (stereo unspecified)	0%	x	6%
Cc1nc2ccccc2c(=O)n1-c1ccc(Br)cn1	1%	1%	-11%
O=C(Nc1ccc(Cl)cc1C(=O)c1ccccc1Cl)c1ccco1	1%	3%	-6%
CCCc1cc2c(n1Cc1ccc(C)cc1)C(C)C1CN(C(=O)c3ccccc3)C(C)(C(=O)OC)C21 (stereo unspecified)	-6%	13%	x
CCN(N=O)C(N)=O	0%	8%	x
COC(=O)C1=C(c2ccc(F)cc2OCc2ccccc2)C[C@@H]2CC[C@H]1N2C(=O)NCCOc1ccccc1Cl	x	1%	0%
N#CC(C#N)=C(C#N)c1ccc(Nc2ccccc2)cc1	-4%	x	0%
COC(=O)CNC(=O)c1cn(CCC#N)nc1-c1ccc(F)cc1	5%	5%	-1%
CC(C)c1ccc(-n2c(O)c(/C=N/NC(=O)c3ccccc3O)c(=O)[nH]c2=S)cc1	-3%	x	2%
CNc1ccc2oc(C[C@H]3O[C@]4(CC[C@H]3C)O[C@H]([C@H](C)C(=O)c3ccc[nH]3)[C@H](C)C[C@H]4C)nc2c1C(=O)O	22%	26%[56.1 µM]	x
Cc1c(C=O)c2ccccc2n1Cc1cccc(F)c1	6%	4%	-6%
NC(=O)O	-6%	5%	x
CCOC(=O)c1c(C)n(CC(O)CN2CCOCC2)c2cc(Br)c(OC)cc12 (stereo unspecified)	-9%	8%	-13%
N#Cc1ccc(NC(=O)CN2CCCC2)cc1Cl	-5%	2%	3%
COc1ccccc1-n1c(/C=C/c2ccccc2)nc2ccccc2c1=O	x	-3%	-3%
CCC(NC(=O)OC(C)(C)C)C(=O)Oc1cc(C)cc2oc(=O)c3c(c12)CCC3 (stereo unspecified)	1%	2%	4%
